From PubChem
Rtt109 HAT inh – blocks Candida albicans Rtt109/Vps75 acetyltransferase activity; Q5AAJ8; purified Rtt109/Vps75, ThioGlo CoA-SH fluorescence, 4 h; inhibition, % at 34.9 µM; actives 0.16% (n = 330,000);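 active = inhibition of at least 50% in every replicate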
RTF Ca sens act – increases calcium sensitivity of human cardiac regulated thin filaments; P19429+P45379; IANBD-labeled TnC RTF fluorescence at EC20 calcium; 0% EC20 calcium, 100% full calcium; activation, % at 7.2 µM; actives 0.24% (n = 340,000); AID 493008;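 active = activation above the mean over all tested compounds plus 3 SD, cut at about 30% in these data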;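 note: rise in fluorescence read as greater calcium sensitivity of cardiac thin filaments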
NSD2 inh – NSD2 (human) methyltransferase inhibition | NSD2 peptide methylation, AlphaScreen, 120 min | inhibition, % at 12.5 µM | actives 0.54% (n = 310,000) | AID 743445; in the data active = inhibition above about 50%
PfHsp90 set2 – inhibits growth of yeast expressing Plasmodium falciparum Hsp90 | inhibition, % at 9.4 µM | S. cerevisiae expressing PfHsp90, BacTiter-Glo ATP, 48 h; yeast lacking PDR1 and PDR3 efflux regulators | actives 0.32% (n = 310,000) | AID 504621;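 active = every replicate shows inhibition above about 80%, whatever the replicate mean, limit read from the data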;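 note: 0% = DMSO neutral controls and 100% = 20 µM radicicol positive controls; yeast relying on Plasmodium falciparum Hsp90 in place of its own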
C-LANA FP – inhibitors of KSHV LANA C-terminal domain DNA binding | MBP-C-LANA/FAM-LBS DNA binding, fluorescence polarization | inhibition, % at 9 µM | actives 0.078% (n = 340,000);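 active = highest replicate inhibition at or above 60% at 9 µM, even if other replicates fall short; inactive = all replicates below 60% inhibition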;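 note: 0% = neutral control wells and 100% = 4 µM acridine orange control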
Keap1-Nrf2 PPI – disrupts human Keap1 binding to Nrf2 peptide. Keap1 Kelch-Nrf2 peptide fluorescence polarization, 1536-well. AID 504523. inhibition, % at 9.4 µM. Q14145. actives 0.15% (n = 340,000); in the data active = inhibition above about 12%;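 note: human Keap1 Kelch domain with fluorescein labeled Nrf2 9mer peptide probe; 0% = neutral control wells and 100% = peptide positive control; higher means more block of Keap1 binding to Nrf2 peptide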
Target sequence (Q14145 whole entry, looked up, the tested form may be a part): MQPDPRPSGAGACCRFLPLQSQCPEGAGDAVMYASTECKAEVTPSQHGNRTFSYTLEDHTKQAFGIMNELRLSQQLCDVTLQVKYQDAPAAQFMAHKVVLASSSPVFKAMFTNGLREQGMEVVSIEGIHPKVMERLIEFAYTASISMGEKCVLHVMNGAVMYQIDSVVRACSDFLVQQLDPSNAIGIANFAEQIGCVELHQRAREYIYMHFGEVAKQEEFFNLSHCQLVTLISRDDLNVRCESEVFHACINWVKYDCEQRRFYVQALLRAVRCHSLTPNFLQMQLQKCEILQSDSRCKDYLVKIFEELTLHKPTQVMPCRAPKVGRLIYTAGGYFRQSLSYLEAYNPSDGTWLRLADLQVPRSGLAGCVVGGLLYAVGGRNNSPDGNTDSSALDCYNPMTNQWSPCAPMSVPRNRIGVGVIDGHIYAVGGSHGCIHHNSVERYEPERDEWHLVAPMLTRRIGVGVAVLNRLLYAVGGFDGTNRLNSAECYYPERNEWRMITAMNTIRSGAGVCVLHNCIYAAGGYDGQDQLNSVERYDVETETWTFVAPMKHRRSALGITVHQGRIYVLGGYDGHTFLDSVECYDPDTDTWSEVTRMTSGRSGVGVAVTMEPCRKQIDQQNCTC
PvdQ acylase – P. aeruginosa PvdQ acylase inhibition | purified PvdQ acylase, fluorescence plate reader | inhibition, % at 10 µM | actives 0.063% (n = 340,000); in the data active = inhibition above about 30%, passing the limit was not always enough;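 note: 0% = vehicle neutral wells and 100% = reference inhibitor wells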
CDK5 p35 inh – blocks human CDK5/p35 kinase activity | Q00535+Q15078 | Recombinant CDK5/p35, ADP-Glo luminescence, 60 min | inhibition, % at 10 µM | actives 0.01% (n = 330,000);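 active = highest replicate inhibition of at least 50% and at least 75% of replicates reaching 50%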;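 note: plate controls were DMSO neutral control for no effect and GW8510 at 10 µM for full effect; many of its hits are not listed in these tables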
SUMO Mot1 rescue – SUMOylation pathway inhibition by Mot1-301 growth rescue | S. cerevisiae Mot1-301 growth rescue, ATP luminescence, 38.5C; percent above DMSO median, 100 means doubled | growth rescue, % at 18.8 µM | actives 1% (n = 320,000) | AID 2716;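 active = every valid replicate shows activation above 250% relative to neutral control wells; inactive = the rest, any valid replicate at or below 250%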;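 note: OY570 slx delta 5 strain wells were the positive control but not used for scaling; some compounds called inactive have numbers as strong as hits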
Cardiac RTF inh – cardiac RTF calcium desensitization; P19429+P45379; IANBD-labeled cardiac RTF, Ca2+ fluorescence; inhibition, % at 7.15 µM; actives 0.12% (n = 340,000);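 active = inhibition above the mean inhibition of all tested compounds plus 3 SD, cut at about 17% in these data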;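 note: assay run at fixed EC70 calcium of 1.6 mM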
dFosB activator – activators of mouse delta FosB homodimer. P13346. purified delta FosB, TAMRA-CDK5 oligo fluorescence polarization; percent of positive-control signal above neutral wells. activation, % at 25 µM. actives 0.99% (n = 340,000). AID 493131;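 active = mean activation above about 17%, with every replicate also reaching it, limit read from the data, passing the limit was not always enough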;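 note: fluorescence polarization rise as delta FosB binds a TAMRA Cdk5 AP-1 oligo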
Target sequence (P13346 whole entry, looked up): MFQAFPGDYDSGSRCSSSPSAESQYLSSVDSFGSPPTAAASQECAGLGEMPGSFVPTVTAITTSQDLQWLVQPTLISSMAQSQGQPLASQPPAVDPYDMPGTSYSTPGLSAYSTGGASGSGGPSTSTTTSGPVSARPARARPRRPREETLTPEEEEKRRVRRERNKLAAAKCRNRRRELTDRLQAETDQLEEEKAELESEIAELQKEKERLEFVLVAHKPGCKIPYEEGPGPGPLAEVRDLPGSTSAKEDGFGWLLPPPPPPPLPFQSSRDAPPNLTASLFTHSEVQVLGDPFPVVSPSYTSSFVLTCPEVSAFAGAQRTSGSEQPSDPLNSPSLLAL
* = called active by the depositor; . = not tested or not shown; & = joins results of further samples.

SMILES	Rtt109 HAT inh	RTF Ca sens act	NSD2 inh	PfHsp90 set2	C-LANA FP	Keap1-Nrf2 PPI	PvdQ acylase	CDK5 p35 inh	SUMO Mot1 rescue	Cardiac RTF inh	dFosB activator
NC(=O)Nc1ccccc1C(=O)NCCc1ccccc1	-4.5	1.8	-4.6	-25.3	0.1	1.1	-18.9	.	13.2	-3.9	-9.3
Cc1cccn2c(=O)c3cc(C#N)c(=NC(=O)c4ccco4)n(Cc4ccco4)c3nc12	-8.3	2.7	8.6	13.7	0.7	0.1	-2.4	0.2	-9.5	-2.8	-10.1
COCCN1CC(C(=O)NCc2ccccc2-n2ccnc2C)CCC1=O (stereo not given)	1.2	1.1	-5.2	1.7	0.7	0.2	-21.0	-9.3	9.5	-3.7	0.0
COc1ccc(-n2c(SC(C)C(=O)N3CCOCC3)nc3ccccc3c2=O)cc1 (stereo not given)	-3.9	1.2	-0.5	10.1	1.2	-0.4	-10.4	0.0	-4.5	-2.5	9.8
COc1ccc(N2CCN(C(=O)c3ccc(Br)o3)CC2)cc1	0.2	-1.9	2.8	0.2	-0.7	-5.0	42.5*	-0.3	-7.4	-5.5	-7.7
O=C(NCC12CC3CC(CC(C3)C1)C2)c1nn2c(c1Cl)NC(c1ccco1)CC2C(F)(F)F (stereo not given)	-0.3	-8.2	0.3	17.3	0.7	6.0	2.8	1.6	1.9	1.5	-6.1
O=C(/C=C/c1ccc([N+](=O)[O-])cc1)Oc1ccc(/C=N/NC(=O)c2ccncc2)cc1	-8.6	-5.9	-1.1	10.7	2.8	1.2	-3.9	-0.1	5.8	-10.2	26.3*
Cn1c(SCC(=O)N2CCCC2)nnc1-c1cccs1	-8.0	0.9	-2.6	3.0	-0.9	-1.0	-17.9	-0.4	3.8	-14.3	1.9
CN(c1cccc(NC(=O)CN(c2cccc(Cl)c2)S(=O)(=O)c2ccc(Cl)cc2)c1)S(C)(=O)=O	4.0	4.1	4.0	8.6	-0.1	-3.1	9.0	-3.1	19.3	2.5	1.8
Cc1cc(C(=O)O)c2ccccc2n1	-1.2	10.7	-0.1	14.9	0.4	3.5	-17.6	-4.8	16.7	-16.1	-12.1
Cc1ccc(C(=O)/C=C/c2c[nH]c3ccccc23)cc1	15.6	0.6	.	-29.1	-0.9	-5.1	-5.0	-0.2	-12.3	-4.7	-9.6
NNc1nccc(Nc2ccccc2C(=O)O)n1	-1.2	-1.1	-5.4	-9.0	-1.1	-2.2	-6.0	-2.0	0.5	-5.0	2.1
Cn1c(C(=O)O)c(C=O)c2ccccc21	-7.0	-7.5	-5.5	5.9	-0.8	1.8	-2.7	0.6	-28.9	-5.8	-7.7
CC(NC(=O)CCCN1C(=O)c2ccccc2C1=O)c1ccc2c(c1)CCCC2 (stereo not given)	-1.1	2.2	0.8	-30.1	-2.0	3.0	-8.4	-1.1	-10.4	-14.9	-5.3
Cc1cccc(NC(=O)CSCC(=O)N(C)CC(=O)Nc2cccc(F)c2)c1	-11.2	-10.8	-1.0	15.4	-0.3	1.2	-1.6	-0.7	7.8	-13.1	-8.0
O=C(CSc1ccccc1)N1CCC(N2CCC(C(=O)N3CCCC3)CC2)CC1	0.8	-2.8	1.0	-9.8	0.7	-6.4	-1.4	-0.8	.	-2.6	5.4
Cc1ccc(C)c(S(=O)(=O)N2CCN(CC(=O)NC(C)c3ccccc3)CC2)c1 (stereo not given)	4.4	-0.9	-1.1	-17.1	-0.8	-4.4	-4.1	0.4	-11.4	-1.9	-16.9
CCN(CC)S(=O)(=O)c1cccc(C(=O)N/N=C(\C)c2ccc(O)cc2O)c1	3.0	5.4	-4.1	.	-3.6	-0.8	-4.5	-1.0	-6.7	-4.3	-5.1
COC(=O)C(NS(=O)(=O)c1ccc(NC(C)=O)cc1)C(C)C (stereo not given)	1.1	-2.6	2.7	7.9	-0.1	-5.8	-15.8	-0.9	117.1	0.6	1.3
CCn1c(SCC(=O)Nc2nncs2)nnc1-c1ccco1	3.3	0.5	1.4	-5.6	0.7	-8.8	-21.3	0.1	17.9	-4.8	-5.0

2 compounds drawn at random from those above, as already listed:
SMILES	Rtt109 HAT inh	RTF Ca sens act	NSD2 inh	PfHsp90 set2	C-LANA FP	Keap1-Nrf2 PPI	PvdQ acylase	CDK5 p35 inh	SUMO Mot1 rescue	Cardiac RTF inh	dFosB activator
Cc1cccc(NC(=O)CSCC(=O)N(C)CC(=O)Nc2cccc(F)c2)c1	-11.2	-10.8	-1.0	15.4	-0.3	1.2	-1.6	-0.7	7.8	-13.1	-8.0
COc1ccc(N2CCN(C(=O)c3ccc(Br)o3)CC2)cc1	0.2	-1.9	2.8	0.2	-0.7	-5.0	42.5*	-0.3	-7.4	-5.5	-7.7

Later entries:
SMILES	Rtt109 HAT inh	RTF Ca sens act	NSD2 inh	PfHsp90 set2	C-LANA FP	Keap1-Nrf2 PPI	PvdQ acylase	CDK5 p35 inh	SUMO Mot1 rescue	Cardiac RTF inh	dFosB activator
Cc1ccc(S(=O)(=O)N2CCOCC2)cc1NC(=O)CSc1nnc(N)s1	-7.1	-1.6	-1.3	5.0	-0.8	2.9	-6.2	1.0	6.9	-8.0	-3.8
CCN1C(=O)c2ccccc2S(=O)(=O)c2ccc(C(=O)N3CCOCC3)cc21	-2.4	3.2	.	9.8	0.2	0.1	-5.0	0.8	6.3	-1.0	-10.0
COc1ccccc1C(=O)Nc1ccnn1C1CCN(C/C=C/c2ccccc2)CC1	5.0	0.0	1.6	8.8	-0.9	-2.3	-3.8	-0.3	-25.3	-7.1	-2.6
S=C(Nc1ccc(Cl)cc1)N1CCN(C2CCCCC2)CC1	1.6	10.3	4.5	-15.7	-1.0	-4.7	-4.8	-0.5	11.7	-1.0	-5.4
COc1cc(C)ccc1OC(C)C(=O)Nc1ccc(N2CCCCC2)cc1 (stereo not given)	5.1	-2.0	3.6	-9.0	-1.1	-2.2	-2.5	1.6	5.2	-5.4	-8.9
CCN(CC(=O)Nc1ccccc1C(F)(F)F)C(=O)c1ccc(N2CCCC2=O)cc1	-4.6	-2.2	-1.8	6.7	-0.8	0.2	-9.7	1.2	-12.6	-11.3	0.3
C#CCOCCOCCOCCNc1nc(N2CCN(C(=O)CCCCCCCCCCNC(=O)[C@H]([C@@H](C)CC)n3cc(CCCCCN)nn3)CC2)nc(N2CCN(C(=O)CCCCCCCCCCNC(=O)[C@@H]([C@H](C)O)n3cc(C)nn3)CC2)n1	25.7	-3.5	.	17.1	-1.6	-6.9	11.5	6.0	-11.7	2.3	-19.5
CC1(C)Cc2ccccc2-c2nc(-c3ccccc3)oc(=O)c21	-0.1	-1.7	-2.0	7.0	-1.9	1.5	5.1	-0.5	217.0	-7.3	-5.8
CCOC(=O)C1CCCN(C(=O)Cn2nc(C)n3nc(-c4ccccc4)cc3c2=O)C1 (stereo not given)	-1.2	0.9	-3.1	24.0	0.2	-6.5	-8.5	-7.2	21.0	2.7	-15.6
C/C(=C/CCC(C)(O)C1CC[C@@]2(C)[C@@H]3CC=C4[C@@H](CC[C@H](O[C@H]5O[C@@H](CO)[C@H](O)[C@@H](O)[C@@H]5O)C4(C)C)[C@]3(C)C(=O)C[C@]12C)CO[C@@H]1O[C@H](CO)[C@@H](O)[C@H](O)[C@H]1O (stereo not given in full)	11.2	-1.8	.	1.4	2.6	-11.3	-6.6	-3.6	-2.7	-5.3	-6.3
COc1ccc2nc(Nc3nc4cc5c(cc4s3)OCO5)sc2c1	-7.9	-1.0	-2.4	-5.9	1.7	0.7	4.4	1.3	-2.6	-7.2	4.1
COc1cc(/C=N/NC(=O)c2cccc([N+](=O)[O-])c2)ccc1OCc1ccccc1	-0.8	1.2	-0.8	-24.0	-0.9	1.1	-1.2	0.3	19.0	-1.0	-4.4
COc1ccc(-c2nc(CN3CCC(C(=O)NCC4CCCO4)CC3)c(C)o2)cc1OC (stereo not given)	6.8	-1.1	-2.6	18.2	2.0	1.2	-19.5	-0.9	-5.3	-0.8	-7.2
O=C(O)c1cc(=O)[nH]c2ccccc12	3.9	14.3	.	7.2	-0.9	-6.2	-21.1	-0.6	.	1.4	-0.7
O=C(O)CCCC(=O)Nc1ccc(C(=O)NCc2cccnc2)cc1	-14.6	16.4	-6.0	4.6	0.1	-5.0	0.6	0.0	2.8	9.6	3.1
O=C(COC(=O)CCc1ccc(S(=O)(=O)N2CCOCC2)cc1)NC(=O)NC1CCCCC1	8.6	5.9	-4.0	17.7	0.9	-2.2	-5.0	0.1	9.7	-8.8	-2.9
COc1ccc(CN2CCNC(=O)C2CC(=O)NC2Cc3ccccc3C2)c(OC)c1 (stereo not given)	-1.3	-5.1	0.7	-4.8	0.1	-3.4	-14.4	0.0	11.8	-35.0	-2.3
c1cncc(COC2CCCN(Cc3nc(-c4cccs4)no3)C2)c1 (stereo not given)	12.9	-6.6	0.7	-16.0	0.6	0.2	6.0	0.5	4.5	-7.1	-6.5
CCN(CC)CCNC(=O)c1ccc(NC(C)=O)cc1	-0.8&-6.2&5.3&0.4	7.9&4.6	.	-12.1&-24.3	-0.1&-1.1	-3.3&1.0	6.6&-4.5&-8.3&4.0	0.5&-0.7	6.7&-11.0	6.9&-5.0	-1.1&-3.0
O=C(O)c1cc(S(=O)(=O)NC23CC4CC(CC(C4)C2)C3)ccc1Cl	2.4	-3.3	0.4	18.5	3.2	2.1	-9.3	2.0	-0.9	1.0	0.5
CCOc1ccc(OCC)c(NC(=O)CN2CCN(CC(=O)NC(C)C)CC2)c1	2.2	-4.2	-3.4	-8.6	0.3	-2.6	0.9	-0.1	56.9	-9.6	-6.7
COC(=O)c1sc(NC(=O)COc2cccc(C)c2)nc1C	-10.8	6.3	12.0	-0.9	1.8	-1.9	-7.6	-1.2	-8.8	-6.5	-7.1
CCCNC(C)(C)COC(=O)c1ccccc1	-0.7	4.3	.	-4.7	1.6	6.1	9.5	-0.4	0.3	6.8	3.4
Cc1ccc(C(=O)NC(=O)CSc2ncccc2C(=O)O)cc1	-2.1	0.1	-1.1	11.5	0.4	-5.4	-3.8	0.4	2.2	-0.8	4.1
Cc1noc(C)c1NC(=O)N(C)C[C@H]1Oc2c(NC(=O)Cc3ccccc3)cccc2C(=O)N([C@H](C)CO)C[C@@H]1C	-1.7	-3.4	.	4.9	2.0	-1.8	0.9	-1.1	10.7	-1.1	2.3

Arranged by length of the SMILES (low to high): some entries from above.
SMILES	Rtt109 HAT inh	RTF Ca sens act	NSD2 inh	PfHsp90 set2	C-LANA FP	Keap1-Nrf2 PPI	PvdQ acylase	CDK5 p35 inh	SUMO Mot1 rescue	Cardiac RTF inh	dFosB activator
CCCNC(C)(C)COC(=O)c1ccccc1	-0.7	4.3	.	-4.7	1.6	6.1	9.5	-0.4	0.3	6.8	3.4
O=C(O)c1cc(S(=O)(=O)NC23CC4CC(CC(C4)C2)C3)ccc1Cl	2.4	-3.3	0.4	18.5	3.2	2.1	-9.3	2.0	-0.9	1.0	0.5
Cc1noc(C)c1NC(=O)N(C)C[C@H]1Oc2c(NC(=O)Cc3ccccc3)cccc2C(=O)N([C@H](C)CO)C[C@@H]1C	-1.7	-3.4	.	4.9	2.0	-1.8	0.9	-1.1	10.7	-1.1	2.3
